Screening data (PubChem)
ABCG2 inh – blocks JC-1 efflux by human ABCG2 transporter | Q9UNQ0 | IgMXP3 cells, flow cytometry | inhibition, % at 6.6 µM | hit rate 0.1% among 190,000 | AID 1325;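 active = inhibition above 80%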;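 note: 0% = DMSO and 100% = nicardipine control wells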
Target sequence (Q9UNQ0 whole entry, looked up): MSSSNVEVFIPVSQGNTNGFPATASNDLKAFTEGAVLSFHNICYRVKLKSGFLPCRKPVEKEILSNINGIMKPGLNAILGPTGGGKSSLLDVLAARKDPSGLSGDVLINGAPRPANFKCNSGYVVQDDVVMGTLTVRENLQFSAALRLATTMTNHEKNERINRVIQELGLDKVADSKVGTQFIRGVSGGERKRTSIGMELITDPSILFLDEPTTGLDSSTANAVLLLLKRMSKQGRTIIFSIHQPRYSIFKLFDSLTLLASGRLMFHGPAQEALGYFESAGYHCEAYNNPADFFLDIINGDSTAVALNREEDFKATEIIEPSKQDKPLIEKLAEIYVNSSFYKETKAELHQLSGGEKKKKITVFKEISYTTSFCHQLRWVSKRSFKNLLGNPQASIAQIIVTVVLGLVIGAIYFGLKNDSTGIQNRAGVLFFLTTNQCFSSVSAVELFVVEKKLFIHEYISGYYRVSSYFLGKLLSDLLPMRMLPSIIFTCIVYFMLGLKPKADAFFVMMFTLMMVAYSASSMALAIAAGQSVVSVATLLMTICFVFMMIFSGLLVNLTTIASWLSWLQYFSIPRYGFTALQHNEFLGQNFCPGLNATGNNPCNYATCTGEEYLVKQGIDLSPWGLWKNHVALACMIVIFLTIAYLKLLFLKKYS
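Test system: IgMXP3 (ABCG2) plus far-red-tagged CCRF-Adr (ABCB1) cells / Amount: 3 million cells/mL in well / Reagent: JC-1 transporter substrate / Timing: 10 min compound exposure, 25 °C / Signal: flow cytometry, 530 nm JC-1 signal / Read-out: percent efflux inhibition, scaled nicardipine 100% to DMSO 0% / Benchmarks: nicardipine as high control, DMSO as low control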
RGS4-Gao reg – human RGS4-Galphao interaction regulation; hit rate 0.33% among 220,000; binding response (% of control), % at 10 µM; Multiplexed bead flow cytometry, RGS4-Galphao binding; actives lie on both sides; P09471; AID 1415; in the data active = binding response below about 49% or above about 150%; inactive = in between;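 note: fluorescent Galphao activated with aluminum fluoride binding bead-coupled RGS4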
Mcl1 Noxa PPI – disrupts binding of human Mcl-1 to Noxa peptide. inhibition, % at 21.7 µM. TR-FRET Mcl-1/Noxa peptide binding, 2 h. hit rate 1.5% among 220,000. Q07820. AID 1022;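 active = compounds that cut the protein-peptide binding signal by more than 50% relative to plate controls in a single-dose test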;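 note: His-tagged Mcl-1 with rhodamine Noxa BH3 peptide and terbium anti-His antibody; 0% = Mcl-1 plus Noxa peptide wells and 100% = peptide-only wells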
GSH fluor – compound fluoresces at 488/530 nm on GSH beads; GSH beads flow cytometry, compound fluorescence 488/530 nm; active compounds read high; fluorescence (KMESF) at 10 µM; hit rate 0.25% among 190,000; in the data active = fluorescence above about 89;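 note: glutathione beads carrying GST-tagged Bcl family fusion proteins plus one bare bead set; values are compound well signal with DMSO vehicle wells as background; inactives centre near 16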
Mcl-1 Bim block – disrupts Bim peptide binding to human Mcl-1; Bead-based flow cytometry, Bim peptide-Mcl-1 binding; AID 1009; hit rate 0.1% among 190,000; inhibition, % at 10 µM; in the data active = inhibition above about 40%;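 note: 0% = no compound tracer wells and 100% = peptide blocker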
RGS8-Gao reg – human RGS8-Galphao interaction regulation; multiplexed bead flow cytometry, RGS8-Galphao binding; actives lie on both sides; response (percent of control binding), % at 10 µM; hit rate 0.34% among 220,000; in the data active = response below about 60% or above about 140%; inactive = in between;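 note: Galphao activated as the GDP aluminium fluoride complex binding bead-coupled RGS8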
Mcl1 Bid PPI – disrupts binding of human Mcl-1 to Bid peptide. Q07820. TR-FRET Mcl-1/Bid-Dy647 peptide binding, 1536-well. inhibition, % at 21.7 µM. hit rate 0.97% among 220,000;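 active = compounds that cut the binding signal by more than half at the single screening dose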;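 note: His-tagged Mcl-1 with europium anti-His antibody binding Bid BH3 peptide; 0% = Mcl-1 plus peptide wells and 100% = peptide-only wells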
ABCB1 inh – human ABCB1 inhibition, ABCG2 as counter-screen; P08183; CCRF-Adr cells, JC-1 efflux, flow cytometry; hit rate 0.067% among 190,000; inhibition, % at 6.6 µM; in the data active = inhibition above about 40%;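 note: 0% = vehicle and 100% = reference inhibitor; higher value means more JC-1 retained so stronger ABCB1 efflux block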
Pf gamet viab – P. falciparum stage V gametocyte viability inhibition | AID 743093 | P. falciparum stage V gametocytes, ATP luminescence, 24 h | inhibition, % at 10.9 µM | hit rate 0.065% among 150,000;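 active = inhibition above the mean plus 3 SD of compounds within the control limits, set per campaign, cut at about 38% in these data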;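 note: 0% = DMSO wells and 100% = medium only without gametocytes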
Avidin fluor – compound fluoresces at 488/530 nm on avidin beads; hit rate 0.38% among 220,000; AID 1775; compound fluorescence 488/530 nm, flow cytometry; active compounds read high; fluorescence (KMESF) at 10 µM; in the data active = fluorescence above about 47; note: inactives centre near 10
RGS7-Gao reg – modulates binding of RGS7 to human Galphao; binding response (% of control), % at 10 µM; hit rate 0.35% among 220,000; Multiplexed bead flow cytometry; actives lie on both sides; AID 1439; in the data active = binding response below about 49% or above about 150%; inconclusive = no clear call, values can overlap the other calls; inactive = in between;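 note: fluorescent Galphao held in activated GDP-AlF4 state binding bead-coupled RGS7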
An asterisk follows results filed as active; u = inconclusive; x = not tested or not shown.

structure,RGS8-Gao reg,GSH fluor,ABCB1 inh,RGS7-Gao reg,Avidin fluor,RGS4-Gao reg,Mcl1 Bid PPI,ABCG2 inh,Mcl1 Noxa PPI,Mcl-1 Bim block,Pf gamet viab
Cc1ccc(OCC(=O)NCc2ccc3c(c2)OCO3)c([N+](=O)[O-])n1,107,14,1.4,105,15,108,-28,22,13,0,-8
COC(=O)CSc1nc2ccc(C)cc2cc1C#N,103,18,0.6,99,8,100,-8,8,7,-2,8
CC(=O)N/N=C(\C)C1COc2ccccc2O1 (centres undefined),100,x,x,u,5,103,-3,x,-7,x,-4
CN(C)S(=O)(=O)c1cccc(NC(=S)NN=C(Cc2ccccc2)Cc2ccccc2)c1,54*,13,0.7,51,6,91,-69,4,-44,-8,-13
COn1c(SCc2ccc(Cl)cc2)nc2ccccc2c1=O,100,10,0.5,99,21,99,-1,2,13,0,12
Cc1ccc2c(c1)nnn2C1CCN(S(=O)(=O)c2ccc3ccccc3c2)CC1,102,14,0.6,106,23,102,-5,1,-18,-2,x
Cc1ccc2[nH]cc(CCNC(=O)Nc3ccccc3)c2c1,x,46,0.0,x,x,x,-72,17,20,0,x
CCOC(=O)C1=C(C)Nc2nc(SCC(=O)OC)nn2C1c1cc(F)cc(F)c1 (centres undefined),96,43,1.9,85,8,90,-19,6,16,-1,-11
O=C(O)CCC(=O)NNC(=O)c1ccc([N+](=O)[O-])cc1,99,x,x,u,7,98,-39,x,-21,x,-5
COc1ccccc1/C=C/C=N/n1c(-c2ccccc2)n[nH]c1=S,103,x,x,u,2,104,0,x,28,x,-9
CCc1c(C)nc2ncnn2c1NC1CCCc2ccccc21 (centres undefined),89,27,1.0,101,6,96,-2,5,15,4,-6
CC(C)(C)c1nc[nH]c(=O)c1Br,100,10,-0.1,98,16,99,-32,1,-17,-4,4
CCOc1ccccc1CN1CCN(S(C)(=O)=O)CC1,128,28,0.2,103,4,111,45,0,30,-5,-1
O=C1CCC(=O)N1CCC(c1ccc(F)cc1)c1ccco1 (centres undefined),100,36,-0.5,102,10,101,-50,1,-6,-5,x
O=C(O)CCCCc1nc2ccccc2s1,101,39,0.1,101,10,102,-22,1,10,-1,-6
CCC(C)NC(=O)c1cnn2c(C)c3c(nc12)CCCC3 (centres undefined),99,12,0.8,102,11,100,-10,9,-2,-2,23
OC(c1ccc(OCc2ccccc2)cc1)c1nnc(-c2ccccc2)o1 (centres undefined),104,50,0.3,109,8,103,7,1,14,-2,x
O=C(NC1CCCCCCC1)c1ccc2c(c1)OCO2,103,7,0.2,98,9,99,-19,1,-10,1,x
COC(=O)c1ccccc1NC(=O)N1CCN(S(=O)(=O)c2ccc(Cl)cc2)CC1,111,14,1.9,102,16,101,-5,7,7,-5,x
O=[N+]([O-])c1ccc(Sc2cccc3cccnc23)c2cccnc12,97,19,2.3,97,7,97,7,6,2,0,9
Cc1ccc(NC(=S)NC(=O)/C=C/c2ccc(Cl)cc2)cc1,99,9,-0.7,106,6,97,0,-7,4,-7,-4
Cc1nc2ccc(NS(=O)(=O)c3c(C)c(C)cc(C)c3C)cc2s1,102,11,1.4,101,8,101,6,3,2,-1,x
CCOc1cccc(/C=C/c2ccc3ccccc3n2)c1OC(C)=O,101,11,1.2,u,9,99,-20,3,24,0,-4
COc1cccc(C(=O)O/N=C/c2ccc(Sc3ccc(C)cc3)nc2)c1,93,10,-0.1,105,8,78,-5,0,-5,0,-23
COc1ccc(-c2nnco2)cc1OC,102,33,-2.9,104,7,111,4,-2,9,-1,-34
Cc1ccc(OCC(=O)NC(=S)Nc2cccc(NC(=O)c3ccccc3Cl)c2)cc1,97,24,0.7,98,11,97,-11,3,-11,-4,15
Cc1nc(SCC(=O)NC(C)c2ccccc2)c2oc3ccccc3c2n1 (centres undefined),99,37,-0.4,102,12,104,8,20,-4,-2,-9
COc1ccc(S(=O)(=O)n2ccc(C(C)Oc3ccc(-c4ccccc4)c(F)c3)n2)cc1 (centres undefined),108,44,1.4,99,8,107,-10,2,4,3,-12
Cc1cc(C)cc(Nc2c3c(nc4ncnn24)CCC3)c1,84,13,0.9,97,6,96,-4,3,2,-2,1
CC1CCCCC1n1c(=S)[nH]c2ccccc2c1=O (centres undefined),96,27,0.3,103,32,100,-26,21,5,-7,-9
O=C(CCl)Nc1ccccc1Sc1ccc(Cl)cc1,102,24,0.6,103,37,104,0,3,-3,-2,5
CCOC(=O)c1c(/N=C/N(C)C)sc(/C=N/Nc2ccccc2)c1-c1ccccc1,99,5,-1.2,96,12,99,-20,-19,-4,-2,17
COc1cccc(/C=N/NC(=S)NC2CC3CCC2C3)c1OC (centres undefined),100,x,x,u,5,100,-28,x,5,x,-20
Cc1ccc(C)c(N2CC(O)(c3cccs3)[N+]3=C2CCCC3)c1 (centres undefined),103,18,0.1,97,10,99,-25,0,-6,-3,-9
CC(=O)c1cccc(N(C(=O)c2ccco2)C(C(=O)NC2CCCC2)c2ccc(N3CCOCC3)cc2)c1 (centres undefined),96,23,0.3,98,7,97,-5,5,8,0,x
CC1CCN(CCCNC(=O)COc2cc(=O)n(C)c3ccccc23)CC1,100,65,0.6,100,15,100,-11,1,-7,0,x
COC(=O)C1=CN(C(C)C)C=C(C(=O)OC)C1c1cc2c(cc1Br)OCO2,102,24,1.5,98,15,98,-29,3,-11,-2,-12
O=C1CCC/C(=N\NC(=O)NC2CCCCC2)C1,100,10,-0.4,97,10,104,-40,5,8,1,-1
Oc1cccc(/C=N/Nc2nn3cnnc3c3ccccc23)c1,98,x,x,u,6,103,-10,x,36,x,23
N/C(=N\NC(=O)c1cccc(F)c1)c1cc2ccccc2oc1=O,99,x,x,u,6,100,-3,x,3,x,13
Cc1cc(C)nc(SCC(=O)Nc2ncc(Cc3cccc(Cl)c3)s2)n1,94,11,0.0,96,4,96,-14,0,-15,-1,-12
CCCCc1ccc(NC(=S)NCCN2CCOCC2)cc1,97,12,1.4,100,5,96,-60,2,3,-2,17
Cn1c(=O)c(/C=C/c2ccccc2)nc2ccccc21,100,18,1.1,102,16,101,-14,0,17,-1,x
COc1ccc(OC)c(C(=O)COC(=O)CNC(=O)c2ccccc2)c1,104,15,13,102,17,101,-19,12,19,4,5
O=C(O)C(C(=O)O)=C1C2CC3CC(C2)CC1C3,99,x,x,u,7,101,2,x,-12,x,4
COc1cc(SC#N)ccc1N=Cc1c(C)[nH]n(-c2ccc(C)c(C)c2)c1=O,88,7,-0.8,120,9,100,-12,-6,23,22,-39
Cc1ccc2nsnc2c1NC(=O)c1cccnc1Cl,100,12,0.1,99,3,102,13,3,15,-1,0
COc1ccc(N2C(=O)CC(NNC(=O)c3cccnc3)C2=O)cc1 (centres undefined),96,x,x,u,6,91,-44,x,-4,x,6
CC(=O)Nc1cccc(NC(=O)c2c(-c3ccccc3Cl)noc2C)c1,97,7,0.3,96,12,81,-9,1,3,0,x
CCN1C(=O)/C(=C\c2ccc(F)cc2)N=C1SCC(=O)NCc1ccco1,97,9,-0.5,93,4,91,-34,4,8,1,2
CCOC(=O)c1cnc2ccc(C)cc2c1Sc1ccc(F)cc1,99,28,2.0,100,11,101,12,28,-5,2,x
CC1(c2ccccc2)CC(C)(C)N2C(=O)C(=O)c3cccc1c32 (centres undefined),98,21,0.8,94,10,96,-12,3,-11,2,10
O=S(=O)(Nc1cccc2cccnc12)c1ccc(S(=O)(=O)N2CCCC2)cc1,100,11,0.2,98,10,99,-26,0,-34,-2,x
O=C(O)/C=C/C(=O)NCCc1ccc(Cl)cc1,101,x,x,u,7,102,5,x,0,x,8
COc1ccc(OC)c(NC(=O)C2CC(=O)N(CCc3ccccc3)C2)c1 (centres undefined),100,62,0.4,99,13,97,-11,1,5,0,x
COc1ccc2nc(SCc3cccnc3)c(C#N)cc2c1,99,27,-4.9,100,10,101,-15,-3,1,1,x
O/N=C/c1cc(Cl)ccc1OCc1cccc2ccccc12,96,24,0.0,94,11,95,-31,16,-4,-5,x
CCOc1cc(-c2conc2N)cc(OCC)c1OCC,100,13,0.6,98,23,99,-26,4,18,-2,-17
NC[C@@]12CCCC1C1CCC2C1 (some centres undefined),x,45,-0.5,x,x,x,-32,0,-8,0,x
